Bioassay records as filed in PubChem BioAssay.
Akt phos inh = blocks phosphorylation of Akt; AID 651550; activity change, % for hits at 50 µM; actives 0.32% (n = 360,000); Neuro2A IGF-stimulated pAkt S473 HTRF, 20 min; stronger effect = lower value; in the data active = activity change below about -80%; inconclusive = mostly about -51% to -80%; also: % is scaled to controls: 0 for no effect and ±100 for the full control effect
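Neuro2A cells (4,500/well, DMEM with 0.5% FBS) were treated with compound at a single 50 µM final concentration, stimulated with 6 nM IGF for 20 min at 37 °C, and lysed. Phospho-Akt Ser473 was read by HTRF as 665/615 ratio ×10^4.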
aSyn yeast inh = rescues yeast growth from alpha-synuclein toxicity | AID 652106 | Yeast expressing alpha-synuclein, growth rescue, BacTiter-Glo, 24 h | Potency, µM (series often up to 46.1 µM), inactives show at the highest dose growth rescue (activation), most hits filed as activators | actives 0.14% (n = 370,000); also: potency is read from the fitted curve at half-maximal effect; % of control where 0% means no effect; nearly all actives have a fitted effect of over 65% in size
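Screening used galactose-induced yeast with toxic alpha-synuclein levels, exposed to compound for 24 hr at 30 deg C. Cell growth, read with BacTiter-Glo luminescence, gave the measured signal.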
GLP1R ag = activates the human GLP-1 receptor. HEK293 GLP-1R CRE-luciferase, luminescence, 4-6 h; cells express a hypersensitive GLP-1R form. Potency, µM (doses to about 45.6 µM), without a hit: top-dose activation, actives largely listed as activators. actives 0.007% (n = 380,000). AID 624172; also: potency is read from the fitted curve at half-maximal effect; % of control where 0% means no effect
Target sequence (P43220 whole entry, looked up): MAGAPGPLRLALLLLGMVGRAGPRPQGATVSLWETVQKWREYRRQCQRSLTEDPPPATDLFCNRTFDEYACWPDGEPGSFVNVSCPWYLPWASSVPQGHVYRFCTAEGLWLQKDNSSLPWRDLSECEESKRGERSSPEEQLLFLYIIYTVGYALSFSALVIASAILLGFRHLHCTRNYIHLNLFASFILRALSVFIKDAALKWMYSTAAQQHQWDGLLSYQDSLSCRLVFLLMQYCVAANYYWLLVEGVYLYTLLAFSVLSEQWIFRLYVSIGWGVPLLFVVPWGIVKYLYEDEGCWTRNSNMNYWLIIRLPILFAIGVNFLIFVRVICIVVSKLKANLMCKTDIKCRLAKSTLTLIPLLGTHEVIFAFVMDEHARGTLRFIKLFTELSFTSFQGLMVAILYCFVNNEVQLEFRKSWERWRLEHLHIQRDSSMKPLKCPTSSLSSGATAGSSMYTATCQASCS
Abeta yeast res = compounds reversing amyloid beta toxicity in yeast; yeast expressing A-beta42, growth rescue, OD600, 48 h; response scale: 0% DMSO, 100% iron-clioquinol control; Potency, µM (series often up to 46.1 µM), for inactives: at the top dose growth rescue, most hits filed as activators; actives 0.063% (n = 410,000); AID 1347071; also: potency is read from the fitted curve at half-maximal effect; nearly all actives have a fitted effect of over 55% in size
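Yeast growth medium received pinned compounds, then yeast cells expressing toxic A-beta were added; plates incubated at 30 C for 48 hr. Growth read as absorbance at 600 nm, normalized to DMSO and equimolar FeCl3 plus clioquinol controls.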
PTHR1 ag = agonists of human PTHR1 parathyroid hormone receptor; Q03431; HEK293 GP2 PTHR1 cells, GloSensor cAMP luminescence, 1 h; actives 0.075% (n = 410,000); Potency, µM (top dose mostly 115 µM), inactives show top-dose activation, actives largely listed as activators; AID 743266; also: potency is read from the fitted curve at half-maximal effect; nearly all actives have a fitted effect of over 55% in size; some results filed as inactive show a strong effect at the top dose; inactives centre near -15; many of its hits are not listed in these tables
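HEK-293-derived GP2 cells expressing PTHR1 and a GloSensor cAMP reporter, 3,000/well, plated overnight, given luciferin plus IBMX (each 0.5 mM as added) for 1 h at 37 °C, then compound for 1 h at 37 °C. Luminescence was read after 15 min at room temperature.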
D3 antag = antagonists of human D3 dopamine receptor; P35462; D3R cells, DiscoveRx beta-arrestin luminescence, antagonist mode; stronger effect = lower value; max response, negative = inhibition, %; actives 2.5% (n = 360,000); AID 652054; in the data active = max response below about -50%; inconclusive = no clear call, values can overlap the other calls; also: % is scaled to controls: 0 for no effect and ±100 for the full control effect; mostly tested at two doses, the higher about 12 µM
Target sequence (P35462 whole entry, looked up): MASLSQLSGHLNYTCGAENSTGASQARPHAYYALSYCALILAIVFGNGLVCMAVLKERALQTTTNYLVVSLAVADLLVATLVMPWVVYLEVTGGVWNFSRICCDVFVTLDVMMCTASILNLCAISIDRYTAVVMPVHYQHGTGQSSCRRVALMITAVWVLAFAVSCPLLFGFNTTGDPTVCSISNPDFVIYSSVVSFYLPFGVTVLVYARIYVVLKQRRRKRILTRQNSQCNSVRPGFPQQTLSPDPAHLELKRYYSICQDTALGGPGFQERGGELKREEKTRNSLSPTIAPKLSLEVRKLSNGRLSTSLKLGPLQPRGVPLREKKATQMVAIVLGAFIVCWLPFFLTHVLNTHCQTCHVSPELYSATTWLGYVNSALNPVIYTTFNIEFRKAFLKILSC
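Cells expressing the human receptor were seeded at 1500 cells/well, incubated overnight at 37 degrees C in 5% CO2, then exposed to library compounds with dopamine controls for 90 minutes at 37 degrees C before luminescent detection.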
TDP43 rescue = rescues yeast growth from TDP-43 toxicity | actives 1.8% (n = 410,000) | AID 652104 | TDP-43 expressing yeast growth rescue, BacTiter-Glo, 24 h | Potency, µM (top dose mostly 46.1 µM), for the others: at the highest dose growth rescue (activation), usual class: activators; also: potency is read from the fitted curve at half-maximal effect; % of control where 0% means no effect; nearly all actives have a fitted effect of over 50% in size
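Growth rescue of TDP-43-toxic yeast measured as ATP luminescence (BacTiter-Glo). Cells grown to mid-log in raffinose, induced in galactose at OD600=0.02, exposed to compound 24 hr at 30 deg C.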
GLP-1R inv ag = GLP-1 receptor (human) inverse agonism; Potency, µM (highest dose often 38.3 µM), for the others: top-dose activity change, negative = inhibition, actives largely listed as inhibitors; HEK293 GLP-1R CRE-luciferase, luminescence, 24 h; GLP-1R form is constitutively active; actives 1.6% (n = 410,000); also: potency is read from the fitted curve at half-maximal effect; % is scaled to controls: 0 for no effect and ±100 for the full control effect; nearly all actives have a fitted effect of over 55% in size
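Stable HEK293 clone (constitutively active GLP-1R + cAMP-response luciferase); 200 cells/uL plated, 12 h pre-culture, compound 24 hr, 37 deg C/5% CO2; detection reagent 12 min RT; luminescence.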
FUS suppressor = rescues growth of FUS-expressing yeast; actives 0.24% (n = 390,000); Potency, µM (series often up to 76.6 µM), for inactives: at the top dose growth rescue (activation), most hits filed as activators; AID 1347120; S. cerevisiae FUS-expressing, growth rescue, OD600, 24 h;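 also: potency is read from the fitted curve at half-maximal effect; plate controls were DMSO vehicle for no effect and reference control for full effect; nearly all actives have a fitted effect of over 55% in size; some results filed as inactive show a strong effect at the top dose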
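Steps: raffinose overnight preculture; dilution to OD 0.005 in 2% galactose minimal medium; compound addition (concentration series); 24hr at 30C, 99% humidity; absorbance read at 600 nm.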
Starred values were filed as active, the others as inactive; i = inactive; ? = inconclusive; nt = not tested or not shown; [ ] = remark or other dose. Unless noted, calls follow the shape of the dose curve; as a rule, active = well fitted curve in the direction sought with a large enough effect; inconclusive = small, poorly fitted or top-dose-only effect, or another doubt; inactive = no such curve, though single readings can be large; an effect the other way counts as inactive or inconclusive. The list is partial, so the mix of outcomes need not match the whole.

SMILES	Akt phos inh	aSyn yeast inh	GLP1R ag	Abeta yeast res	PTHR1 ag	D3 antag	TDP43 rescue	GLP-1R inv ag	FUS suppressor
CC(C)CN(CC(C)C)C(=O)Nc1cccc([N+](=O)[O-])c1	i	2.1%	13.2%	-3.7%	i	-14.2	-5.0%[9.22 µM]	?	5.5%
Nc1ccccc1S(=O)(=O)c1ccccc1N	i	6.5%	-1.1%	-2.9%	-7.0%[57.5 µM]	17.4	0.2%	1.6%	-12.7%
CCOC(=O)c1cccc(NC(=O)CN(c2ccc(C)cc2)S(=O)(=O)c2c(C)noc2C)c1	i	0.5%	4.6%	8.4%	-46.5%	42.5	7.5%	?	51.7%
CCc1c(C)c2ccc(OCC(N)=O)cc2oc1=O	i	-2.1%	1.3%	-8.5%	-14.3%	17.1	22.2%	0.0%	0.6%
Cc1ccc2c(=O)n3c(nc2c1)C(Cc1ccc(O)cc1)NC(=O)c1cccnc1-3 (stereo not given)	i	-4.2%	1.3%	-14.2%	-23.2%	-13.6	27.5%	10.4%	27.3%
CCCCCOc1ccc(C(=O)NC(C(=O)O)C(C)C)cc1 (stereo not given)	i	-11.7%	-0.6%	-53.1%[inhibitor]	i	5.7	-21.2%	3.4%	-1.1%
COc1cc(C(C)n2nnc3ccccc32)ccc1O (stereo not given)	i	7.5%	16.7%	-6.8%	i	-11.2	14.9%	6.3%	1.0%
Clc1ccc(-c2c[n+](Cc3ccc(Cl)cc3Cl)c3n2CCCCC3)cc1	i	-5.7%	-5.3%	7.7%	-22.7%	3.9	21.4%	-35.5%	14.6%
CC(C(=O)N1CCc2ccccc21)N1CCN(S(=O)(=O)c2ccc3c(c2)OCCCO3)CC1 (stereo not given)	i	-8.1%[1.84 µM]	12.7%	21.6%	-14.4%	-9.7	13.2%	?	29.1%
CSc1nsc(SCC(=O)Nc2ccccc2)n1	i	-0.6%	3.7%	-18.1%	i	-13.0	-22.7%	-25.5%	20.1%
O=C(Oc1ccc(N(Cc2cccs2)C2=NS(=O)(=O)c3ccccc32)cc1)c1ccccc1	i	-2.2%	-7.0%	0.7%	8.1%[57.5 µM]	22.5	-21.7%	0.0%	14.7%
CC1CCCCC1NC(=O)CCn1c(=S)[nH]c2ccccc2c1=O (stereo not given)	i	-3.9%	0.6%	0.1%	-5.3%	-8.7	13.8%	5.0%	-20.7%
CC(C)C[C@H](NC(=O)[C@H](Cc1ccccc1)n1c(=O)[nH]c2ccccc2c1=O)C(=O)N1CCC[C@@H]1C(=O)O	i	-1.6%	-3.3%	-12.1%	-11.8%	-23.0	-21.0%	11.3%	2.4%
Cc1ccccc1-n1cnc2cc(NCc3cccs3)ccc21	i	2.1%	22.3%	0.4%	-11.4%	-2.9	0.0%	0.0%	15.0%
CCCCn1c(N)c(N(CCOC)C(=O)C2CCN(S(=O)(=O)c3ccc(Cl)cc3)CC2)c(=O)[nH]c1=O	i	-0.9%	-2.4%	1.9%	i	13.0	-11.6%	24.3%	7.1%
CCCNC(=O)COC(=O)c1cc(SC)ccc1Cl	i	0.2%	3.7%	-0.8%	-1.0%[57.5 µM]	-19.6	-4.8%	4.6%	36.4%
Cc1ccc(Nc2c(-c3ccccc3O)nc3ccc(Br)cn23)cc1	nt	nt	nt	-10.0%	-30.0%	nt	3.4%	11.2%	-26.9%
COC(=O)[C@]12CCCCC=C1N(Cc1cccc3ccccc13)C(=O)[C@H](CC(=O)NCCC(C)C)C2	i	22.1%	-2.9%	0.1%	-21.9%	-4.1	8.4%	?	?
Nc1cc2nc[nH]c2cc1N	i	-4.8%	0.5%	-3.0%	i	-5.0	-23.5%	45.5%[activator]	15.1%
COc1ccc(NC(=O)c2sc(=O)n(Cc3ccc(S(=O)(=O)N(C)C)cc3)c2C)cc1	i	-11.7%	-9.4%	-10.2%	-8.6%	14.5	16.5%	15.2%	-2.6%
Cc1cc(C)n2[nH]c(=O)cc2n1	i	-7.4%	-4.5%	0.9%	i	-15.1	19.7%	1.4%	-8.7%
COc1ccc(NC(=O)COC(=O)CC2CCCCC2)cc1	i	-0.2%[1.84 µM]	17.6%	28.6%	i	5.2	-15.8%	-21.4%	-3.4%
O=C(Nc1cccnc1)C1CCCN1S(=O)(=O)c1ccc(Cl)c(Cl)c1 (stereo not given)	i	-5.6%	12.8%	4.0%	-30.8%[inhibitor]	-28.6	-5.1%	?	-7.6%
CCCCN1C(Nc2ccccc2)=NC[C@@H]1CC(C)C	i	-1.0%	10.5%	2.6%	-4.9%	3.3	4.5%	-20.4%	-26.4%
Cc1ccc2nc(NC(=O)CSc3nccn3Cc3ccc(F)cc3)sc2c1	nt	?	-2.3%	?	-10.6%	nt	22.4µM*	?	18.6%
C/C(=N\NC(=S)NC1CCCCC1)c1cccc(C(F)(F)F)c1	i	0.8%	6.4%	0.0%	-11.2%	-14.1	2.7%	?	-19.8%
O=C(NCc1cccnc1)C1c2ccccc2C(=O)N1Cc1ccco1 (stereo not given)	i	1.0%	-2.2%	-13.1%	i	-10.2	-15.2%	0.0%	25.6%
Cc1ccc[n+](CC(=O)Nc2cc(C(F)(F)F)ccc2N2CCOCC2)c1	i	-0.4%	-1.4%	2.1%	-9.8%	-8.4	-1.1%	8.8%	4.4%
CC(CC(=O)OCC(=O)Nc1ccc2[nH]c(=O)[nH]c2c1)c1ccccc1 (stereo not given)	i	-5.5%	-0.1%	9.6%	i	1.7	20.6%	0.8%	nt
Cc1ccc(-c2cc(-c3ccc4c(c3)OCO4)c(C#N)c(N)n2)o1	i	8.4%	7.8%	-4.0%	-19.9%	10.7	0.0%	0.0%	?
N#Cc1nc(-c2ccccc2)oc1NCCN1CCCCC1	i	-5.0%	-5.3%	4.7%	-80.0%	-72.3*	-6.1%	-33.3%	2.0%
Nc1ccc(O)cc1C(=O)OCC(=O)C12CC3CC(CC(C3)C1)C2	i	0.3%	11.9%	-2.0%	i	3.1	25.9%	-10.9%	?
CCOc1ccc(S(=O)(=O)NCC(c2ccco2)S(=O)(=O)c2cccs2)cc1 (stereo not given)	nt	nt	nt	-5.2%	-16.5%	nt	26.2%	-11.6%	36.2%
CC(C)CCNC(=O)CN(C(=O)CCC(=O)Nc1nccs1)c1ccc2c(c1)OCCO2	i	-7.0%	4.4%	7.2%	-8.4%	-16.3	-10.0%	?	3.8%
COc1cccc(N(C(=O)c2snc(C(N)=O)c2N)C(C(=O)NCC2CCCO2)c2c[nH]c3ccccc23)c1 (stereo not given)	i	4.1%	11.2%	9.8%	-17.7%	2.9	3.1%	20.5%	22.2%
O=C(NCc1ccccc1F)c1ccc(S(=O)(=O)Nc2cccc(C(F)(F)F)c2)cc1	i	4.8%	1.1%	7.6%	-9.1%	-19.8	1.6%	?	-7.4%
CCc1nn(CCCC(=O)N(C)Cc2ccccc2)c(=O)c2cc3occc3n12	i	12.2%	12.6%	1.9%	i	-1.9	12.5%	84.9%[activator]	-1.3%
Cc1ccc(C)c(-n2c(=O)c(C#N)cc3c(=O)n4ccccc4nc32)c1	i	-2.6%	1.8%	7.0%	3.4%	-5.3	-23.0%[9.22 µM]	3.5%	3.5%
Cc1ccc(OCC(=O)OCc2cc(=O)n3c(C)csc3n2)cc1	nt	nt	nt	-14.0%	i	nt	-18.8%	6.7%	15.1%
CCC(C)(C)NC(=O)CN(CC1CCCO1)C(=O)CNS(=O)(=O)c1ccccc1 (stereo not given)	i	1.0%	2.9%	-4.6%	i	0.7	23.6%	14.5%	-12.6%
COc1ccc(C)cc1COC(=O)c1[nH]c(C)c(C(C)=O)c1C	i	-1.2%	21.8%	-0.5%	-21.3%	8.7	3.2%	-18.5%	6.5%
CC(C)OC(=O)/C(C#N)=C\c1cccnc1	i	-5.5%	2.8%	-4.6%	i	1.8	-9.4%	-20.6%	-6.5%
O=C(NCc1ccccc1Cl)NC(=O)c1csc([N+](=O)[O-])c1	i	0.8%	0.6%	4.8%	i	11.9	1.5%	-7.0%	-30.3%
CCN(CC)c1ccc(NC(=O)C2CC3CCC2C3)cc1 (stereo not given)	i	-2.6%	0.2%	4.9%	-0.4%[57.5 µM]	?	-1.8%	7.94µM*	13.6%
O=C(NCC1CCCCC1)c1[nH]c(C(F)(F)F)nc1-c1ccccc1	i	1.4%	-0.3%	-1.0%	-4.8%	-22.4	10.6%	?	7.0%
CC(C(=O)Nc1ccccc1C(=O)N1CCCC1)n1nnc2ccccc21 (stereo not given)	i	-10.9%	-11.8%	-17.1%	i	8.7	-16.7%	0.0%	50.2%
Cc1ccc(NC(=O)c2cnn3c2NC(c2ccccc2)=CC3c2ccccc2)cc1 (stereo not given)	nt	nt	nt	9.5%	i	nt	?	?	30.6%
CC1(C)CC2CC(C)(CN2C(=O)c2cc(-c3ccccc3O)on2)C1 (stereo not given)	i	0.1%	5.0%	2.6%	i	9.9	0.0%	?	8.0%
COC(=O)c1cn[nH]c1NC(=S)Nc1ccc(Cl)c(Cl)c1	i	-10.6%	-13.5%	-21.8%	-63.6%[inhibitor][57.5 µM]	1.5	2.8%	0.0%	8.0%
